Bioassay records: PubChem BioAssay, several laboratories
aDG glyco up = alpha-DG glycosylation activation | Pro5-aDG cells, alpha-DG glycosylation AlphaScreen (IIH6); 0% Pro5, 100% B10-LARGE cell signal | activation, % at 10 µM | hit rate 0.22% among 360,000 | AID 624168;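 active = activation of at least 8% versus controls, or a plate z-score of at least 8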;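 note: Pro5 are CHO cells carrying HIG-tagged alpha-DG that lacks glycosylation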
NR2E3 ag-1 = NR2E3 (human) agonism; Q9Y5X4; GST-NR2E3/biotin-RetCOR TR-FRET, 1536-well; inhibition of corepressor binding, % at 4.78 µM; hit rate 0.12% among 320,000; AID 2300;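 active = percent inhibition above the cutoff of mean plus 3 SD of all tested compounds, set per screening campaign, cut at about 20% in these data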;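 note: 0% = DMSO wells and 100% = biotin wells as full block of FRET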
Target sequence (Q9Y5X4 whole entry, looked up): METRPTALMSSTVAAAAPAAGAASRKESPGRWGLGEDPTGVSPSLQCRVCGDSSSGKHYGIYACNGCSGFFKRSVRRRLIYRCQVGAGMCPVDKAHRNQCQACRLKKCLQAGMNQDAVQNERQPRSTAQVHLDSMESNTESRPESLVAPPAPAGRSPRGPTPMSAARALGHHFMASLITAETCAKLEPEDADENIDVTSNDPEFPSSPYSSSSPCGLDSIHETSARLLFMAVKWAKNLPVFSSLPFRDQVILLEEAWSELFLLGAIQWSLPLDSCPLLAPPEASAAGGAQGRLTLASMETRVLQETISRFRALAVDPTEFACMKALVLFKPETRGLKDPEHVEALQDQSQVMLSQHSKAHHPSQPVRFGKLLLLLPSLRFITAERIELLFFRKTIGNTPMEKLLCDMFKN
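System: GST-tagged NR2E3 plus biotinylated RetCOR corepressor; Buffer or medium: pH 7.5 Tris-based buffer; Probe or stimulus: RetCOR corepressor, biotinylated, 7 nM; Doses: compound at 4.8 µM, single dose; Schedule: 5 h incubation at 4 °C; Technique: time-resolved FRET; Evaluation: percent inhibition of TR-FRET ratio; Replication: one well per compound, singlicate testing.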
NR2E3 ag-2 = agonists of human NR2E3 nuclear receptor; Q9Y5X4; AID 602229; hit rate 0.35% among 360,000; inhibition of corepressor binding, % at 3.98 µM; CHO-S Gal4-NCOR/VP16-NR2E3 two-hybrid, luciferase;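 active = inhibition above the mean of all tested compounds plus 3 SD, cut at about 70% in these data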;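 note: 0% = DMSO with NR2E3 transfected cells and 100% = cells lacking NR2E3 construct; higher means lower luciferase signal from less NR2E3 corepressor binding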
KKLEB tox = reduces viability of KKLEB cystic fibrosis airway cells | activity change (cytotoxicity), % at 5 µM | KKLEB CF airway cells viability, ATPlite luminescence, overnight; stronger effect = lower value; cells stimulated with P. aeruginosa culture filtrate | hit rate 0.36% among 360,000;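 active = corrected activity change at or below -50% at 5 µM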
CF NFkB inh = inhibitors of cystic fibrosis induced NF-kB. KKLEB NF-kB-GFP reporter, PAF-induced, GFP fluorescence overnight. inhibition, % at 5 µM. hit rate 0.86% among 360,000. AID 588850;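 active = at least 50% inhibition at 5 µM, scaled per plate between neutral and stimulator controls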;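 note: PAF is a Pseudomonas aeruginosa culture filtrate used as stimulus; plate controls were PAF-stimulated DMSO wells for no effect and unstimulated DMSO wells for full effect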
HIF-2a inh = HIF-2a inhibition | AID 624352 | inhibition, % at 18.8 µM | hit rate 0.72% among 360,000 | 786-0 RCC cells HIF-2a reporter, luciferase luminescence, overnight;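 active = inhibition of the luminescence signal of 40% or more relative to plate controls, in a single-dose primary screen at 18.75 µM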
TRPM1 prom inh = MITF TRPM1 promoter inhibition in SK-MEL-5 cells | SK-MEL-5 TRPM1 promoter luciferase, 24 h | inhibition, % at 12.5 µM | hit rate 0.83% among 330,000 | AID 488899;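 active = mean inhibition across replicates of 60% or more, whatever share of single replicates reaches that level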; note: values of inactives mirror those of a sister screen read the other way
TWEAK-Fn14 inh = blocks TWEAK-Fn14 interaction in a reporter cell assay | TWEAK-stimulated Fn14 reporter cells, luciferase luminescence, 8 h | inhibition, % at 10 µM | hit rate 2% among 360,000 | AID 1159606; in the data active = inhibition above about 50%
hiPSC survival = enhancers of human iPSC single-cell survival; hit rate 0.044% among 360,000; AID 602274; hiPSC single-cell survival, ATPlite luminescence; 100% = ROCK inhibitor wells, 0% = DMSO; survival enhancement, % at 20 µM; in the data active = survival enhancement above about 18%;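 note: cells exposed to compounds for 16 hours before the ATP read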
Shn3 3UTR inh = reduces Shn3 3'UTR luciferase signal in osteoblasts. Clone20 osteoblast Shn3 3'UTR firefly luciferase, 24 h. inhibition, % at 12.5 µM. hit rate 0.52% among 360,000. AID 588674;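 active = mean inhibition of at least 75% with every replicate also reaching 75%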;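 note: 0% = median of neutral control wells and 100% = pilot-screen positive control compound; some compounds past the cut are filed as inactive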
Peg3 prom inh = Peg3 promoter activity inhibition. inhibition, % at 20 µM. HeLa PEG-Prom luciferase reporter, luminescence, overnight. hit rate 1.7% among 360,000;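 active = inhibition of at least 50% at 20 µM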
The depositor's hits bear a star; x = no result given.

Compound	aDG glyco up	NR2E3 ag-1	NR2E3 ag-2	KKLEB tox	CF NFkB inh	HIF-2a inh	TRPM1 prom inh	TWEAK-Fn14 inh	hiPSC survival	Shn3 3UTR inh	Peg3 prom inh
COc1cccc2cc(C(=O)CS(=O)(=O)c3ccc(C(C)(C)C)cc3)c(=O)oc12	0.1	2	10	-5	-7	6	-8	4	-0.3	-1	13
Cc1ccccc1C(=O)Oc1cc(N)n(S(=O)(=O)c2ccccc2)n1	-0.2	0	-19	-8	7	8	-2	55*	0.3	14	11
CC(C(=O)N1CCCC1)N(c1ccccc1)S(C)(=O)=O (centres undefined)	-0.1	4	6	-8	22	15	12	6	0.3	10	6
CC(C)=CCC1=C(OCC(=O)O)C(=O)c2ccccc2C1=O	1.4	6	-38	6	3	0	55	5	-0.3	-4	-5
O=c1[nH]n2cc(-n3cc([N+](=O)[O-])cn3)cnc2c1Br	-0.3	-1	14	6	-3	15	-3	-1	0.3	-7	13
CCCCc1nc2cc(C(=O)N3CCC(OCCOC)CC3)ccc2o1	0.0	-1	-53	8	4	-109	-30	-13	1.6	-59	-177
CCOC(=O)CSc1nnc(NC(=O)c2ccc3c(c2)OCO3)s1	-0.1	2	-9	23	-9	54*	5	19	-0.4	5	33
COc1ccccc1N1CCN(c2nc(N)c(C#N)c(CC#N)c2C#N)CC1	-0.1	4	-20	-1	10	5	-13	0	3.5	5	19
COc1ccccc1NC(=S)N1CCN(c2ccc(F)cc2)CC1	-0.2	0	-25	16	4	5	-2	2	-0.4	6	10
O=C(O)C(=Cc1cccc([N+](=O)[O-])c1)c1ccccc1	-0.1	x	-26	-13	10	10	x	-19	1.8	-14	-3
CCOC(=O)N1CCN(C(=O)COC(=O)c2cc(C)ccc2C)CC1	0.0	x	-2	3	-1	-4	8	22	0.0	-5	-2
CC(=O)NC1C(=O)Nc2c(C)cc(C)cc21 (centres undefined)	0.3	0	6	-3	-12	4	10	23	2.5	-10	0
Cc1nccn1CC(=O)c1ccccc1	-0.1	x	-10	-1	-17	7	x	-14	-3.4	3	10
CCC(=O)Nc1ccccc1-c1nnn(CC(=O)N2c3ccccc3CC2C)n1 (centres undefined)	0.2	0	6	2	5	14	1	0	-0.7	4	27
Cc1nc2ccc(S(=O)(=O)NCC(=O)N3CCOCC3)cc2s1	-0.1	3	5	3	4	2	12	3	-1.4	-26	-7
CCOC(=O)COc1ccc(S(=O)(=O)N2CCN(c3ccccc3F)CC2)cc1	0.2	-1	-4	5	6	47*	3	1	0.2	16	9
COc1ccccc1OCC(=O)Nc1ccccc1C(=O)N1CCCCC1	0.0	-1	10	4	19	1	0	20	0.1	-10	6
CCOc1ccc(C(=O)NCCCN(CC)CC)cc1	0.0	1	-16	3	-9	9	-1	-10	1.3	2	-5
O=C(NC1CC1)c1nc(Cn2cc([N+](=O)[O-])cn2)no1	0.0	-1	-9	-3	-12	8	12	1	-0.6	8	4
N#Cc1ccc(OCC(=O)NCC(c2cccs2)N2CCOCC2)cc1 (centres undefined)	-0.1	-2	3	11	14	9	13	14	0.1	-2	6
CC1=CC(=O)CC2C1(C)CCC(C)C2(C)CCC(C)CC(=O)O (centres undefined)	-0.2	0	-12	8	-1	10	5	-22	2.3	2	2
COC(=O)[C@H](C)NC(=O)NCc1ccc(S(N)(=O)=O)cc1	0.0	-1	5	-7	2	5	1	-2	-0.4	-3	4
O=C(Nc1ccc(Cl)cc1[N+](=O)[O-])c1ccc2c(c1)OCCO2	-0.2	4	-87	-7	-32	-208	-76	-30	0.6	-80	-316
O=C(CCS(=O)(=O)c1ccccc1)NC1CCCCC1	0.2	-6	-63	0	13	-118	-101	3	0.2	-89	-162
O=C(Nc1ccc(C(=O)N2CCOCC2)cc1)c1cccc(Br)c1	-0.1	-1	-18	4	-5	-40	-21	-7	0.3	-3	-15
COc1ccccc1NS(=O)(=O)c1cccc(C(=O)N/N=C/c2c(C)nn(-c3ccccc3)c2N2CCCC2)c1	1.0	-3	-14	11	6	17	-2	34	1.6	29	27
CN1/C(=C\C(=S)NC(=O)c2cccc(Br)c2)C(C)(C)c2ccccc21	1.9	0	-2	-5	-9	20	15	72*	-0.6	77	7
COc1ccc(N2CC(C(=O)Nc3ccncc3)CC2=O)cc1 (centres undefined)	-0.3	0	3	14	-21	13	4	13	0.0	19	16
COc1ccc(-c2nc3nc(SC)nn3cc2C)cc1F	0.9	4	5	-4	15	22	4	-10	0.6	-6	13
O=C(NCc1ccc2c(c1)OCO2)C1CC(c2cccc(Br)c2)=NO1 (centres undefined)	-0.1	1	-77	-2	9	17	5	-6	-2.5	-11	12

Quoted at random: 2 records from the list
Compound	aDG glyco up	NR2E3 ag-1	NR2E3 ag-2	KKLEB tox	CF NFkB inh	HIF-2a inh	TRPM1 prom inh	TWEAK-Fn14 inh	hiPSC survival	Shn3 3UTR inh	Peg3 prom inh
COc1ccccc1N1CCN(c2nc(N)c(C#N)c(CC#N)c2C#N)CC1	-0.1	4	-20	-1	10	5	-13	0	3.5	5	19
CC(C)=CCC1=C(OCC(=O)O)C(=O)c2ccccc2C1=O	1.4	6	-38	6	3	0	55	5	-0.3	-4	-5

The list continues:
Compound	aDG glyco up	NR2E3 ag-1	NR2E3 ag-2	KKLEB tox	CF NFkB inh	HIF-2a inh	TRPM1 prom inh	TWEAK-Fn14 inh	hiPSC survival	Shn3 3UTR inh	Peg3 prom inh
COc1ccc(-c2cc3onc(-c4c(Cl)cccc4Cl)c3c(=O)n2C)cc1	0.4	5	15	-12	-3	-116	-19	0	0.5	-1	-34
CSc1nnc(-c2sc3cc(C(F)(F)F)cnc3c2-c2cccnc2)n1C	-0.1	-1	-17	2	-5	5	-4	-9	0.4	9	32
CCOc1ccc(N(CC(=O)NCc2ccc(F)cc2)C(=O)c2ccco2)cc1	0.0	1	-6	-1	-37	-18	-2	11	-0.6	-2	-13
CCCCN(CC)C(=O)Cn1nc(Cc2ccncc2)c2ccccc2c1=O	-0.1	2	9	-14	21	20	8	3	-0.3	-2	17
Cc1ccc(S(=O)(=O)n2ccc(-c3ccc(OCc4c(F)cccc4Cl)cc3)n2)cc1	0.0	3	8	5	-7	-17	-4	0	0.3	46	-7
NC(=O)c1ccc(NC(=O)CN2CCN(S(=O)(=O)c3ccc4c(c3)OCCO4)CC2)cc1	0.1	-1	-8	3	-5	4	-2	0	0.0	-4	11
CCC1Oc2ccccc2N(CC(=O)NC2CCCCC2C)C1=O (centres undefined)	-0.1	-3	1	18	-16	-8	5	1	-0.6	5	-16
Cc1nc2cc(Nc3nnc(-c4ccccc4)c4ccccc34)ccc2n1C	0.2	4	-63	-28	8	-174	-73	-33	-5.1	-33	-254
Cc1ccc(-c2noc(/C=C/c3ccccc3)n2)cc1	0.0	1	-81	6	-18	-267	-63	-13	3.0	-38	-306
O=C(NCCOc1ccccc1F)c1cc([N+](=O)[O-])ccc1N1CCOCC1	-0.1	1	-25	-16	14	6	17	2	-0.2	12	27
CCOC(=O)C1CCN(C(=O)CN2C(=O)c3cccnc3Oc3ccccc32)CC1	-0.1	5	-17	11	-1	10	7	14	0.1	1	-18
CN1CCCN(C(=O)CNC(=O)c2ccc(Cl)cc2Cl)CC1	0.1	x	-2	2	0	1	0	5	3.2	-9	13
Cc1c(Cl)cccc1-c1ccc(/C=N/n2cnnc2)o1	0.1	2	2	-5	6	18	17	1	-1.0	12	16
CCc1ccc2oc(-c3ccc(OC)cc3)cc(=Nc3c(C)n(C)n(-c4ccccc4)c3=O)c2c1	0.2	1	-85	-6	-34	-229	-70	75*	-1.3	-2	-177
CC(=O)Nc1cc(C(=O)N2CCN(C)CC2)ccc1Sc1ccc(C)cc1	0.1	0	5	2	-3	8	4	17	-1.5	1	4
Cc1ccc(NC(=O)c2ccc3c(=O)n4c(nc3c2)CCC4)cc1S(=O)(=O)N(C)C	-0.2	x	-4	-4	4	-22	-3	2	-0.5	3	-15
COc1ccc(CC(=O)NCC2CCCN(Cc3cccc(C(F)(F)F)c3)C2)cc1 (centres undefined)	0.0	3	3	7	2	13	11	27	0.5	3	25
CC1CCN(C2(O)C(=O)Nc3ccc(Br)cc32)CC1 (centres undefined)	0.2	-1	8	8	7	21	7	-7	1.0	-1	21
Cc1ccc(S(=O)(=O)N2c3ccccc3-c3c(ssc3=S)C2(C)C)cc1	-1.0	-2	-30	-24	38	23	9	37	5.3	13	41
Cc1cc(NC(=O)c2ccccc2)ncc1NC(=O)c1ccco1	-0.2	-5	-128	2	-4	-109	-30	22	-1.8	-25	-118
CCOc1cc(N2CCOCC2)c(OCC)cc1NC(=O)c1[nH]c(C)c(C(C)=O)c1C	-0.5	2	-5	12	-99	-56	-8	29	1.7	-8	-11
Cc1nc(C(F)(F)F)ccc1C(=O)N1CCC1(C)C(=O)NS(=O)(=O)c1ccc(Cl)cc1 (centres undefined)	0.1	x	2	10	-27	3	x	3	2.1	-16	0
CCCCn1c(/N=C/c2ccc3c(c2)OCO3)nc2ccccc21	0.2	-1	3	-7	-8	-4	6	0	1.6	18	17
C=CCSc1nc2c(c(C3CC=CCC3)c1C#N)CCC2 (centres undefined)	-0.2	-3	-9	-18	25	27	3	-22	6.2	-6	36
